# PglD DTNB – C. jejuni PglD acetyltransferase inhibitors, primary screen, biochemical, DTNB colorimetric, single point; purified PglD enzyme, DTNB colorimetric CoA detection; inhibition, % at 12.5 µM; hit rate 0.098% among 360,000; in the data active = inhibition above about 16%, passing the limit was not always enough; also: strong numbers were not always called active
# ARNT TACC3 PPI – disruptors of ARNT/TACC3 protein interaction, primary screen, biochemical, AlphaScreen, single concentration | AlphaScreen His-ARNT PAS-B/GST-TACC3 binding, luminescence; TACC3 fragment carries E629A point mutation | AID 623870, 2012 | hit rate 0.66% among 390,000 | Transforming acidic coiled-coil-containing protein 3 (Homo sapiens), Q9Y6A5 | inhibition, % at 9.99 µM;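 active = mean inhibition of replicates at least 50% and at least half of replicates each reaching 50%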;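 also: 0% = complete ARNT plus TACC3 wells and 100% = ARNT alone without TACC3; many hits fall short of the cut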
# CASP6 VEID inh – human caspase-6 inhibitors, primary screen, biochemical, VEID-R110 fluorescence, single point, set 2; purified caspase-6, Z-VEID-R110 cleavage fluorescence; inhibition, % at 12.5 µM; hit rate 0.53% among 350,000; AID 686996, 2013;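 active = mean inhibition across replicates at least about 35%, with every replicate also reaching that limit, limit read from the data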;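 also: 0% = median of neutral control wells and 100% = no fluorescence left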
# E-selectin induc – E-selectin induction in HUVECs, primary screen, imaging, HUVEC, immunofluorescence imaging, single point; hit rate 0.37% among 260,000; normalized: neutral wells 0, TNF-alpha wells 100; AID 686992, 2013; activation, % at 7.58 µM;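 active = mean E-selectin-positive cell signal at least 10% of the positive control, reached in at least 60% of replicates, without over 20% cell loss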;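 also: in these data hits start at about 27%; measured in HUVEC primary endothelial cells; signal is the percent of cells scored E-selectin positive by PE staining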
#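 material = human umbilical vein endothelial cells (HUVEC), E-selectin induction | quantity = 3,000 cells/well | medium = EGM-2 growth medium on 0.1% gelatin-coated wells | technique = immunofluorescence imaging | read-out basis = % PE-positive cells | control set = TNF-alpha positive control, DMSO neutral control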
# RAD54 branch – inhibitors of human RAD54 branch migration, primary screen, biochemical, fluorescence, single point; inhibition, % at 10.4 µM; RAD54 Holliday junction branch migration, FAM/BHQ fluorescence; AID 602329, 2012; DNA repair and recombination protein RAD54-like (Homo sapiens), Q92698; hit rate 0.14% among 360,000;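 active = mean normalized replicate activity at least 40 and at least half of replicates scoring 40 or more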;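 also: 0% = median of neutral control wells and 100% = median of positive control wells; inhibitors cause a drop in the FAM fluorescence signal; in these data hits start at about 50%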
# ERp5 inh – inhibitors of ERp5-driven insulin aggregation, primary screen, biochemical, turbidity, absorbance 650 nm, single point; hit rate 0.05% among 350,000; inhibition, % at 9.99 µM; 90 min; Protein disulfide-isomerase A6 (Homo sapiens), Q15084;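 active = mean replicate inhibition above about 25%, with every replicate also reaching it, limit read from the data, passing the limit was not always enough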
# Target sequence (Q15084 whole entry, looked up): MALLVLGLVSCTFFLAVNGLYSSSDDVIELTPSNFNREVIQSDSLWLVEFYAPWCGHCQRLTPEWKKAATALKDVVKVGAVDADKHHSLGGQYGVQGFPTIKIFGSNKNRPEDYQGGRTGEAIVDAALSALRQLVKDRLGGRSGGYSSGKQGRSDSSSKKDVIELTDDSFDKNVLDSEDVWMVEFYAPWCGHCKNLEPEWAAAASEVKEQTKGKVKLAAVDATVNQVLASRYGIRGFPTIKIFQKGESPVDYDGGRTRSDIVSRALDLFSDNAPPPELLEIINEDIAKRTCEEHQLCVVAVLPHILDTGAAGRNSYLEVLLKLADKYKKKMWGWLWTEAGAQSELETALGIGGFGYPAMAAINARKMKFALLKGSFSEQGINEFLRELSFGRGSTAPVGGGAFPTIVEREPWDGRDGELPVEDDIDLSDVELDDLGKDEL
# esBAF inh – Bmi1 luciferase reporter increase in mESCs, primary screen, esBAF inhibitor project, mouse ES cells, Bmi1 luciferase knock-in, single point | 24 h; 100% = twice the neutral-well signal | reporter increase, % at 12.5 µM | hit rate 2% among 350,000 | AID 602393, 2012; in the data active = activation above about 40%;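 also: 0% = median of the plate's neutral control wells and 100% = double that signal; a rise in the Bmi1 reporter signal indicates esBAF inhibition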
# RAD52 anneal inh – RAD52 DNA annealing inhibitors, primary screen, biochemical, FRET, single point, set 2 | recombinant RAD52 DNA annealing, FRET fluorescence | inhibition, % at 18.7 µM | hit rate 0.46% among 360,000;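 active = every replicate showing at least 50% inhibition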
# Target sequence (P43351 whole entry, looked up): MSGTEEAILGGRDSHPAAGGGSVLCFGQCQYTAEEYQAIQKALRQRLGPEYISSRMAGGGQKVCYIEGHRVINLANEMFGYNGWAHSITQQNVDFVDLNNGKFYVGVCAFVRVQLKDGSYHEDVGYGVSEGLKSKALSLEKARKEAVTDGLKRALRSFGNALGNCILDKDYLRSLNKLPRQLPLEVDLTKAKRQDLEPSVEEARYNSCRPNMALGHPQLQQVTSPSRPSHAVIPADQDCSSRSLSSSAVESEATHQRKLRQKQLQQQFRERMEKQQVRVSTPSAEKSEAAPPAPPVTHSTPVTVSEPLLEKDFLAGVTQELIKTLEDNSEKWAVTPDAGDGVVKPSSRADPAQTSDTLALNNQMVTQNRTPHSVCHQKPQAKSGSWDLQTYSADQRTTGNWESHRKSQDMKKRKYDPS
# Numbers without * were called inactive; x = not tested or not shown; & = joins results of further samples. Rows are unselected; overall some 3.2% were active at least once.
Compound	PglD DTNB	ARNT TACC3 PPI	CASP6 VEID inh	E-selectin induc	RAD54 branch	ERp5 inh	esBAF inh	RAD52 anneal inh
O=C(COc1ccc(C(=O)c2ccccc2)cc1)NCC1CCCCC1	x	-2	1	x	x	9	-9	6
C[C@@H]1CN([C@@H](C)CO)C(=O)c2cc(-c3cccc(C#N)c3)cnc2O[C@H]1CN(C)C(=O)C1CCC1	-1	-9	-1	0.9	2	0	-6	1
COC(=O)[C@]12CCCCC=C1N(Cc1ccc3c(c1)OCO3)C(=O)[C@H](CC(=O)N1CCN(C(=O)C3CC3)CC1)C2	x	x	2	-0.3	x	-5	x	-10
COc1ccc(S(=O)(=O)Nc2ccc3c(c2)C(=O)N([C@@H](C)CO)C[C@@H](C)[C@@H](CN(C)C(=O)Nc2ccc4c(c2)OCO4)OCCCC[C@H](C)O3)cc1	1	-2	1	-0.2	4	3	-5	11
FC(F)(F)Oc1ccc(NC(=S)Nc2ccc(OC(F)(F)F)cc2)cc1	x	-10	4	x	x	-3	x	-5
C[C@@H]1CN([C@H](C)CO)C(=O)c2cc(NC(=O)CCN3CCOCC3)ccc2O[C@H]1CN(C)C(=O)Nc1ccccc1	14	-10	3	-0.1	-12	-1	-1	0
O=C(C[C@H]1C=C[C@H](NC(=O)C2CC2)[C@@H](CO)O1)NC1CCC1	-2	-5	7	0.0	12	-2	-2	-9
Cc1ccc(NC(=O)CCNC(=O)Cn2cnc3ccccc3c2=O)cc1F	4	-10	-1	x	-12	-2	3	-18
CC(=O)NC(NC(=S)Nc1ccc(N=Nc2ccccc2)cc1)C(Cl)(Cl)Cl (stereo not given)	1	4	x	x	10	x	11	x
NS(=O)(=O)c1cccc(NC(=O)CSc2ccccn2)c1	-3	-8	x	x	-1	x	8	x
COc1ccc(N(C(C)C(=O)N/N=C/c2ccc(OC)c(OC)c2)S(C)(=O)=O)cc1 (stereo not given)	x	4	-1	x	x	7	x	-7
Cc1ccc(S(=O)(=O)NCCSCc2ccco2)cc1	x	2	5	x	x	-4	x	-17
Cc1cc(Cl)c(S(=O)(=O)N2CCN(c3ccccn3)CC2)cc1OCC(N)=O	x	-1	1	-0.2	x	-1	x	-11
Cc1cn[nH]c1	-6	0	6	1.3	-5	7	6	-2
Nc1nc(SCC(=O)N2N=C(c3ccc(Cl)cc3)CC2c2ccco2)n[nH]1 (stereo not given)	-3	-4	2	1.2	1	-2	x	-18
COc1cccc(CC(=O)OCC(=O)NC(C)c2ccc(F)cc2)c1 (stereo not given)	4	x	-2	x	1	4	1	0
Cc1ccc(S(=O)(=O)Oc2ccc(/C=N/N=C3/NC(=O)C(CC(=O)O)S3)cc2)cc1[N+](=O)[O-] (stereo not given)	1	3	7	0.2	-11	3	x	-14
C[C@@H]1CN([C@H](C)CO)C(=O)c2cc(C3=CCCCC3)cnc2O[C@@H]1CN(C)Cc1cccc(F)c1	-1	-5	3	0.0	-9	-1	3	1
COc1ccc(CCNC(=O)C(=O)NCCCN2CCOCC2)cc1	-6	-5	-3	8.0	-1	1	-4	-22
CC(C)(C)C(=O)Nc1ccccc1C(=O)N1CCCC1	5	-4	x	x	-1	x	3	x
COc1ccccc1NC(=O)N1CC(=O)N2[C@H](CO)[C@@H](c3ccc(-c4ccc(F)cc4)cc3)[C@@H]2C1	x	x	-1	0.2	x	1	x	3
Cc1ccc(C(=O)OCC(=O)c2ccc(Br)cc2)cc1S(=O)(=O)N1CCOCC1	2	4	2	x	-1	9	2	-10
CCOC(=O)C1CN(C(C)(C)C)C(=O)C1=O (stereo not given)	x	8	1	x	x	4	x	2
CCCn1c(SCC(=O)NC2CCCCC2)nnc1-c1ccco1	-1	-5	-2	x	-7	8	-3	-11
CCN(c1ccccc1)S(=O)(=O)c1ccc(Cl)c(NC(=O)CNC(C)c2ccccc2)c1 (stereo not given)	3	-11	0	-0.5	10	-15	-38	-8
Cn1cc(CN(Cc2ccccn2)C[C@@H]2CCC(=O)N2)c(-c2ccccc2F)n1	x	14	-5	0.0	x	2	x	-13
Cc1cccc(C)c1NC(=O)/C(C#N)=C/c1cccs1	1	21	x	x	3	x	0	x
C[C@@H]1CN([C@H](C)CO)C(=O)c2cc(/C=C/c3ccccc3)cnc2O[C@H]1CN(C)C(=O)c1ccc2c(c1)OCO2	3	4	0	0.0	-15	4	-5	21
Cc1ccc(N2CC(C(=O)Nc3ccc(S(=O)(=O)Nc4nccc(C)n4)cc3)CC2=O)cc1 (stereo not given)	x	3	0	x	x	8	x	-5
CN(C(=O)CSc1nncn1-c1ccccc1)C1CCS(=O)(=O)C1 (stereo not given)	5	-1	2	0.2	-5	3	1	10
O=C(C1CCOCC1)N1CC(=O)N2[C@H](CO)[C@@H](c3ccc(-c4ccccc4F)cc3)[C@H]2C1	x	x	0	0.7	x	1	x	3
COc1ccc(C2/C(=C(/O)c3ccccc3)C(=O)C(=O)N2c2ccccn2)cc1 (stereo not given)	8	-8	2	x	-5	5	5	1
COc1ccc(S(=O)(=O)Nc2ccc(S(=O)(=O)N3CCCCC3)cc2)cc1C	1	2	x	x	5	x	-2	x
Cc1cc(F)ccc1NC(=O)CCc1c(C)nn(-c2ccc(N3CCCCC3)nn2)c1C	-1	1	-4	x	-1	3	-40	11
CCOC(=O)c1oc2ccccc2c1COC(=O)CNC(=O)c1ccc(C)cc1	x	-7	3	0.0	x	0	x	-5
O=C(CCCCCCCC(=O)NNC(=O)Nc1ccccc1)NNC(=O)Nc1ccccc1	x	0	-1	x	x	7	x	-12
O=C(Nc1nccs1)[C@H]1[C@H](CO)[C@H]2Cn3c(ccc(-c4ccccc4)c3=O)[C@H]2N1CC1CCCC1	-1	21	3	0.1	8	3	5	-43
Cn1c(=O)[nH]c(=O)c2c1nc(N1CCCCC1)n2CCSc1nc2ccccc2o1	-4	-4	-1	0.1	-3	4	13	1
C[C@@H]1CN([C@H](C)CO)S(=O)(=O)c2ccc(C#CC3CCCC3)cc2O[C@H]1CN(C)C(=O)Cc1ccccc1	-1&5&2	4&15	5&-1&-2	1.6&-0.1	-17&-1&1	5&-2&-11	2&-6&1	-12&-13&5
O=C(NCc1ccccc1)Nc1cccn(Cc2cccc(F)c2)c1=O	x	-9	-1	-1.2	x	0	x	7
COc1ccc(C(=O)Nn2c(C)nc3ccccc3c2=O)cc1	x	-4	2	x	x	-1	-7	-10
COc1ccc(-n2cc3ccc([N+](=O)[O-])cc3n2)cc1	x	1	-2	0.4	x	1	x	-8
O=C(CSc1nc2ccccc2c(=O)n1CC1CCCO1)NCC1CCCO1 (stereo not given)	0	-7	2	x	-2	6	-3	-10
COc1ccc(CNC(=O)c2cc3cc(OC)ccc3oc2=O)cc1	1	-71	3	x	5	1	-2	-5
CC(C)n1c(N2CCN(CC(=O)NCc3cccs3)CC2)nc2ccccc21	-7	-5	x	x	2	x	12	x
CCC(C)(C)NC(=O)CN(C(=O)CCC(=O)Nc1nccs1)c1ccc(C)cc1	-1	-3	-1	x	-20	6	5	-7
COc1ccc(NC(=O)N(C)C[C@@H]2OCCCC[C@@H](C)Oc3ccc(NC(=O)Nc4cccc5ccccc45)cc3C(=O)N([C@@H](C)CO)C[C@@H]2C)cc1	-2	9	x	-0.1	-9	x	-3	x
Clc1cccc2sc(N3CCCCC3)nc12	1	0	x	x	0	x	61*	x
CC(C)CC(=O)NC(=S)Nc1ccccn1	0	-11	x	x	3	x	5	x
COc1ccc(S(=O)(=O)N2CCOCC2)cc1NC(=O)c1c(-c2ccccc2)noc1C	-9	5	0	x	-1	3	-2	-4
Cc1ccc(C(=O)C(=S)N2CCOCC2)cc1	2	x	4	x	-9	-3	x	-9
COc1ccc(NC(=O)/C=C/c2ccc(Br)o2)cn1	x	-3	4	0.5	x	3	27	-31
O=C(c1cccnc1)N1CCC(Oc2ccc(C(=O)N3CCCC(O)C3)cc2)CC1 (stereo not given)	4	-14	-3	x	-4	3	2	-10
C[C@@H]1CCCCO[C@H](CN(C)C(=O)CCC(F)(F)F)[C@H](C)CN([C@@H](C)CO)C(=O)c2cc(NS(=O)(=O)c3cn(C)cn3)ccc2O1	-1	-9	2	-0.2	-2	-1	-1	-1
O=C(NC1CCCC1)[C@@H]1[C@@H](CO)[C@@H]2Cn3c(ccc(-c4cccc(F)c4)c3=O)[C@H]1N2	-1	3	x	0.1	-16	1	2	-3
CCC1(CC)Nc2ccccc2C(=O)N1c1ccc(NC(C)=O)cc1	-1	4	x	x	1	x	6	x

# New compounds follow:
Compound	PglD DTNB	ARNT TACC3 PPI	CASP6 VEID inh	E-selectin induc	RAD54 branch	ERp5 inh	esBAF inh	RAD52 anneal inh
O=C(NN1CCOCC1)c1cnn2c(C(F)F)cc(-c3ccccc3)nc12	x	-12	0	x	x	-2	x	-5
CCOC(=O)C1(C(=O)OCC)COC(=O)C1CN1Cc2cc3ccccc3nc2C1 (stereo not given)	-1	x	4	0.0	3	-1	2	-22
Cc1cccc(S(=O)(=O)N2CCCCN3[C@H](CO)[C@H](c4ccc(C#CC(C)C)cc4)[C@@H]3C2)c1	1	-5	-2	-0.5	3	-3	x	8
O=C(NCCC1CCCCN1S(=O)(=O)c1ccccc1)C(=O)NCc1cccnc1 (stereo not given)	6	-4	-3	0.0	0	7	6	0
